HTRA1 inh: HTRA1 serine protease inhibitors, primary screen, biochemical, fluorescence polarization, HTS | Q92743 | recombinant HTRA1, FP-rhodamine activity-based probe | inhibition, % at 5.96 µM | 340,000 compounds, 0.5% hits; in the data active means inhibition above about 36%;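 further: 0% = enzyme with DMSO and 100% = wells lacking enzyme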
Target sequence (Q92743 whole entry, looked up): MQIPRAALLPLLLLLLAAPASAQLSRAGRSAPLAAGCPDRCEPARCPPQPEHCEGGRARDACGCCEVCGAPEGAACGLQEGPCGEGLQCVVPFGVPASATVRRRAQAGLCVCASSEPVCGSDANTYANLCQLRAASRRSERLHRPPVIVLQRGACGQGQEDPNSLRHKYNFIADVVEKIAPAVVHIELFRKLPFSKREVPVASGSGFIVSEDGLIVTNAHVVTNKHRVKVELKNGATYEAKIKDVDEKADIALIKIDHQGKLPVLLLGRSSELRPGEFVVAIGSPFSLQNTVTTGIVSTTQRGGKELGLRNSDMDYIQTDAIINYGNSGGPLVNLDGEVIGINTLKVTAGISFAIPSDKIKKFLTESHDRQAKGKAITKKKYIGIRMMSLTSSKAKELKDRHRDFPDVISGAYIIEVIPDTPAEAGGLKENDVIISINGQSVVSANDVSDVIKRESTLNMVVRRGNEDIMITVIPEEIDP
TDP2 absorb: human TDP2 enzyme inhibitors, primary screen, biochemical, epi absorbance, recombinant enzyme; AID 720702, 2013; T5PNP hydrolysis, p-nitrophenol absorbance 415 nm; 370,000 compounds, 0.34% hits; inhibition, % at 12.8 µM; Tyrosyl-DNA phosphodiesterase 2 (Homo sapiens), O95551;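 active means inhibition above the mean of all tested compounds plus 3 SD, set per campaign, cut at about 25% in these data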;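 further: 0% = DMSO with enzyme and 100% = buffer with substrate but no TDP2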
Target sequence (O95551 whole entry, looked up): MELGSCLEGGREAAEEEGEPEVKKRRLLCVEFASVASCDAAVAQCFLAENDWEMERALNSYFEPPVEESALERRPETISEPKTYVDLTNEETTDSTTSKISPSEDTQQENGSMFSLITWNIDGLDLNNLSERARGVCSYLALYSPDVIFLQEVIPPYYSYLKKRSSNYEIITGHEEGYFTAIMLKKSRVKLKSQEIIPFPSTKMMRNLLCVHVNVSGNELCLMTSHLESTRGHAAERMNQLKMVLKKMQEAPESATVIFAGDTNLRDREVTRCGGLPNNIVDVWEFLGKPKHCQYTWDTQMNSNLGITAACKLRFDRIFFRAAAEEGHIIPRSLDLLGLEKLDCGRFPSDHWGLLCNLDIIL
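Assay system: recombinant human TDP2 / Reagent: T5PNP substrate at 5 mM, a TopII-DNA adduct mimic / Measured by: epi absorbance from released p-nitrophenol / Evaluation: % inhibition relative to enzyme-containing and enzyme-free wells / Control set: enzyme-free and DMSO wells / Replicates: each compound tested once, singlicate / Schedule: enzyme reaction with compound for 2 h at 37 °C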
PRMT1 inh: PRMT1 methyltransferase inhibitors, primary screen, biochemical, fluorescence polarization; Protein arginine N-methyltransferase 1 (Homo sapiens), Q99873; recombinant PRMT1, activity-based probe fluorescence polarization; inhibition, % at 2.79 µM; 370,000 compounds, 1.3% hits;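 active means inhibition above about 21% made by adding two undisclosed values, limit read from the data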
UHRF1 binding: UHRF1 methylated DNA binding inhibitors, primary screen, counter-screen for MBD2 inhibitor project, biochemical, TR-FRET, human UHRF1, single concentration; 370,000 compounds, 0.75% hits; UHRF1 binding to methylated oligo; inhibition, % at 4.4 µM; E3 ubiquitin-protein ligase UHRF1 (Homo sapiens), Q96T88; AID 687016, 2013; in the data active means inhibition above about 21%;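 further: UHRF1 SRA domain binding a hemimethylated CpG hairpin DNA probe; 0% = median of test compound wells and 100% = reference inhibitor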
PG9 Ab binder: binders of HIV-1 gp120 antibody PG9, primary screen, biochemical, TR-FRET; HIV-1 gp120 / PG9 antibody interaction; 360,000 compounds, 0.43% hits; TR-FRET gp120-PG9 antibody binding; AID 624416, 2012; inhibition, % at 6.7 µM; in the data active means inhibition above about 8.5%
SIAE primary: human SIAE inhibitors, primary screen, biochemical, fluorescence polarization, FP-Rh probe, 1536-well HTS; Sialate O-acetylesterase (Homo sapiens), Q9HAT2; SIAE FP-Rh probe binding; 370,000 compounds, 0.69% hits; inhibition, % at 9.66 µM;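 active means inhibition above a cutoff: mean of compounds within the control limits plus 3 SD of those, cut at about 17% in these data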;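 further: 0% = plate median of compound wells and 100% = probe without SIAE protein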
mABHD4 FP: ABHD4 inhibitors, primary screen, biochemical, fluorescence polarization, mouse; AID 720543, 2013; inhibition, % at 8.92 µM; (Lyso)-N-acylphosphatidylethanolamine lipase (Mus musculus), Q8VD66; 370,000 compounds, 0.54% hits; purified mABHD4, FP-Rh probe fluorescence polarization;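 active means inhibition exceeding the mean over every tested compound plus 3 SD, cut at about 30% in these data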;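 further: 0% = plate median of compound wells and 100% = S159A mutant with DMSO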
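Assay system: wild-type mouse ABHD4 protein; compound: single nominal dose of 8.92 µM, 0.89% DMSO final; schedule: 45 min + 60 min at 25 °C; measured by: FP readout, ex 525 nm / em 598 nm; evaluation: % inhibition of FP-Rh probe binding versus controls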
LEDGF integ inh: blockers of LEDGF/p75-dependent integrase strand transfer – biochemical, TR-FRET, high throughput, primary screen | HIV-1 integrase (with human LEDGF/p75) | TR-FRET IN-LEDGF/p75 DNA integration, Eu/Cy5 | inhibition, % at 3.7 µM | 370,000 compounds, 0.64% hits | AID 743269, 2014;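 active means inhibition above the screen-wide mean plus 3 SD, cut at about 13% in these data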;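 further: signal is the Cy5 over europium emission ratio at 671 and 618 nm; 0% = plate median of compound wells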
DDE Tn7 FP inh: inhibitors of Tn7 peptide binding to fibrin DD(E), primary screen, biochemical, fluorescence polarization, human fibrin, Tn7 probe; FP displacement of FITC-Tn7 peptide from fibrin DD(E); 0% = median of compound wells per plate; inhibition, % at 8.3 µM; 370,000 compounds, 0.13% hits; AID 720508, 2013;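 active means inhibition above the mean of compounds falling within the control limits plus 3 SD of them, cut at about 14% in these data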;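 further: 0% = plate median of compound wells and 100% = 10 µM Aha-Tn7 peptide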
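Assay system: Fibrin-DD(E) protein isolated from polymerized human fibrin clots; read-out basis: percent inhibition; medium: Tris/NaCl/CaCl2 buffer, pH 7.8; signal: FP measurement; incubation: 10 min plus 3 h, room temperature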
TCR CD3 inh: inhibitors of human TCR-CD3 interaction, primary screen, biochemical, fluorescence, TAMRA-labeled TCR probe; T-cell receptor (TCR); inhibition, % at 9.4 µM; 360,000 compounds, 0.37% hits; AID 651800, 2012; in the data active means inhibition above about 19%;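 further: recombinant mutant TCR 2C K166C tagged with TAMRA read by polarization; 0% = receptor in buffer alone and 100% = receptor with positive control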
Starred values were filed as active, the others as inactive; . = not tested or not shown. Compounds were not picked by outcome; any-hit rate near 4.2%.

Under each structure: HTRA1 inh, TDP2 absorb, PRMT1 inh, UHRF1 binding, PG9 Ab binder, SIAE primary, mABHD4 FP, LEDGF integ inh, DDE Tn7 FP inh, TCR CD3 inh
CCOc1ccc(NC(=O)COc2ccc(OC)cc2)cc1
    3, 3, 2, 0, 0.8, 5, -3, -6, 2, -2
Nc1cccc2c1C(=O)N(Cc1nnc(-c3ccccc3Br)o1)C2=O
    -2, -1, 3, -2, -0.7, -4, 2, 3, -4, 8
CSc1ccc(C(=O)c2[nH]c(=O)[nH]c2C)cc1
    0, 4, 10, 3, -1.0, -1, -2, 0, 0, 9
O=C(c1ccccc1)N1CCOC(O)(c2ccccc2)C1c1ccccc1 (centres undefined)
    1, -3, 2, -2, -1.6, 1, -1, 3, -3, 0
COc1ccccc1N1CCN(C(=O)C(C)CS(=O)(=O)c2ccc3c(c2)NC(=O)CS3)CC1 (centres undefined)
    -1, -6, 10, 83*, -1.6, -8, 5, 57*, -4, -3
CCOc1ccc(-n2ccc(=O)c(C(=O)Nc3ccc(S(=O)(=O)Nc4ncccn4)cc3)n2)cc1
    7, -13, 3, 2, -1.1, 1, -3, -2, -3, -2
Cc1ccc(S(=O)(=O)NCC(C)NC(=O)CN2CCOCC2)cc1 (centres undefined)
    -3, 6, 2, -2, 1.8, 7, 1, 2, -3, -3
CCOC(=O)C1CCN(C(=O)c2cc(S(=O)(=O)N3CCOCC3)ccc2C)CC1
    3, 8, 3, -1, 0.9, 6, -4, -5, -3, -4
O=C(/C=C/c1cccc(Cl)c1)NCc1cccs1
    -22, -7, -2, -2, 0.5, -4, -12, 0, -3, 5
Cc1c(C(=O)c2cccc(F)c2)c2ccccn2c1CCC#N
    -7, 0, -3, -2, 0.3, 10, -14, 5, 6, 13

A portion of the results above, as a working copy:
Under each structure: HTRA1 inh, TDP2 absorb, PRMT1 inh, UHRF1 binding, PG9 Ab binder, SIAE primary, mABHD4 FP, LEDGF integ inh, DDE Tn7 FP inh, TCR CD3 inh
CCOc1ccc(NC(=O)COc2ccc(OC)cc2)cc1
    3, 3, 2, 0, 0.8, 5, -3, -6, 2, -2
Nc1cccc2c1C(=O)N(Cc1nnc(-c3ccccc3Br)o1)C2=O
    -2, -1, 3, -2, -0.7, -4, 2, 3, -4, 8

More entries follow.
Under each structure: HTRA1 inh, TDP2 absorb, PRMT1 inh, UHRF1 binding, PG9 Ab binder, SIAE primary, mABHD4 FP, LEDGF integ inh, DDE Tn7 FP inh, TCR CD3 inh
CSCCC(c1nnnn1C(C)(C)C)N1CCN(C/C=C/c2ccccc2)CC1 (centres undefined)
    ., -17, -6, 1, -1.9, 1, -8, 1, -1, -6
CN1C(=O)C2(OCC(C)([N+](=O)[O-])CO2)c2ccccc21 (centres undefined)
    7, -21, -4, -1, 1.1, 1, -3, 0, -8, 4
CCCCCCCCN1C(=O)[C@@H](CC(=O)N2CCCC2)C[C@@]2(C(=O)OC)C1=C[C@H](C1CCCC1)O[C@@H]2C
    ., 1, 3, 0, 0.1, 0, 4, -3, 4, 2
CSc1nc(=S)n(-c2ccccc2)c(C)c1C(C)=O
    12, -17, -2, -2, -2.6, -2, -6, 2, -9, -1
CCOC(=O)c1c(C)n(C)c2ccc(OCCN(C)C)cc12
    -3, -6, -3, 7, 0.6, -5, 1, 0, 4, 3
CCOc1cc(NC(=S)NCC2CCCO2)c(OCC)cc1NC(=O)c1cccc(F)c1 (centres undefined)
    2, -1, 3, 2, -0.8, 11, -1, 0, -1, 1
Cc1csc(NC(=O)c2ccc(COc3ccccc3F)o2)n1
    ., -1, 4, -2, ., -2, 2, 2, -7, .
CCOC(=O)N1CCC(NC(=O)C2CCCN(Cc3nc(-c4cccc(Cl)c4)oc3C)C2)CC1 (centres undefined)
    3, -11, -3, -1, -0.2, -2, 5, 2, -8, 1
Cn1cc(C(=O)NCN2CCCCC2)c2ccccc21
    -1, -1, 1, -1, -0.4, 8, -5, 1, -11, 3
CN(CC(=O)Nc1cccc(F)c1)C(=O)c1cccnc1Sc1ccccc1
    0, -4, 0, -3, 0.6, 6, 1, 1, 7, -1
NNC(=O)c1cccc(COCC(F)(F)C(F)F)c1
    -6, -9, 0, -2, 0.9, -1, 0, 4, -4, 13
O=C(O)/C(=C\c1c(C(=O)O)[nH]c2cc(Cl)cc(Cl)c12)c1ccccc1
    -4, 2, 1, 0, -3.4, 3, 7, 4, 1, 9
CCOC(=O)c1c(C)[nH]c(C)c1C(=O)COC(=O)/C=C/c1cccc(Cl)c1
    -39, 1, -4, -3, 1.0, -5, -22, 2, -5, 0
CCCC[C@@H]1CNC(=O)C(=O)N1CC(C)(C)C
    -2, 8, 2, -3, 1.9, -7, 2, 1, 0, -1
COC1=CC(=O)OC(c2ccccc2C(F)(F)F)C1 (centres undefined)
    ., 6, 1, 1, -0.3, 7, 0, -2, 7, 6
O=C(O)CN1C(=O)c2ccc(Oc3ccc4c(c3)C(=O)N(CC(=O)O)C4=O)cc2C1=O
    0, -2, -2, 0, 0.3, -5, 4, 0, 4, -1
Cc1cccc(C)c1-n1nnnc1C(c1ccnc2ccccc12)N1CCN(C(=O)OC(C)(C)C)CC1 (centres undefined)
    ., -2, 0, 3, 1.6, 1, 7, -2, 0, -10
CC(C)(C)OC(=O)N1CCN(C(=O)c2ncn(Cc3ccccc3)c2C(=O)N2CCN(C(=O)OC(C)(C)C)CC2)CC1
    1, -8, -2, 1, -1.2, 1, -6, 4, -5, 2
COc1cccc(NC(=O)CSc2nnnn2C2CCCC2)c1
    -1, 11, -3, 0, -1.8, 1, 1, 1, -2, 7
COc1cc(CN2CCNC(=O)C2CC(=O)O)cc(OC)c1 (centres undefined)
    -2, 15, -1, -5, -0.3, -1, -5, -1, 6, 5
O=c1oc(=S)oc2c1[C@H](c1ccc(Cl)cc1)O[C@H](C1CC1)C2
    ., 5, 1, -2, 0.8, 0, 5, -3, 10, 5
CCCN1CCN(c2ccc([N+](=O)[O-])cc2C#N)CC1
    2, 6, -2, -5, -0.9, -4, -4, 0, 3, -6
COc1cc(OC)cc(C(=O)Nc2cc(C)nn2-c2ccccc2)c1
    -1, 16, -5, -1, -2.0, -2, 2, 1, -1, 1
CCOC(=O)c1cnc2ccc(Cl)cc2c1N1CCN(C)CC1
    2, 4, -4, -5, 1.3, 0, -1, 0, -1, 7
C#CCOCC1CN(C)C(=O)O1 (centres undefined)
    4, -9, 5, 6, 1.6, 2, 0, -7, -3, -4
COc1ccc(NC(=O)CS(=O)c2ccc(F)cc2)cc1 (centres undefined)
    -3, 2, 0, 1, -0.9, 6, 1, 4, 6, 4
Cc1csc(NC(=O)CSc2nc3ccccc3c(=O)[nH]2)n1
    3, -8, 2, 1, -1.0, -1, 4, -4, 0, 2
O=C1Nc2ccccc2/C1=C\C(=O)c1ccccc1
    -7, -7, 13, 1, -1.6, -5, 7, 2, 1, 0
O=C(O)CCC(=O)Nc1nc2ccc([N+](=O)[O-])cc2s1
    4, -3, 2, 4, 9.5*, 1, -2, 3, 1, -1
CCOC(=O)[C@H]1[C@H]2COc3ccccc3[C@@H]2N2C(=O)c3cc(Br)ccc3NC(=O)[C@@]12C
    -36, -8, -2, 0, -0.5, 3, -20, 5, 3, -3
CCCCCCOc1ccc(-c2ccc(C#N)cn2)cc1
    -9, 12, 0, -1, 0.5, 3, -10, -1, 5, 1
CCCCN(CCCC)Cc1cc2ccccc2c2c1COC2
    -11, 5, -3, -2, -1.2, 2, -2, -2, 3, 1
CCCCN(C(=O)c1ccc(C)c(S(=O)(=O)N2CCOCC2)c1)c1c(N)n(CCCC)c(=O)[nH]c1=O
    -5, 7, 2, 1, -0.1, 3, 1, 4, -1, -2
COc1ccc(N2CCN(CCOc3ccc4c(C)cc(=O)oc4c3)CC2)cc1
    0, 8, 1, -1, -0.2, -2, 7, -6, 3, -8
COc1ccccc1N1CCN(C(=O)c2ccc3[nH]c4c(c3c2)CCCC4)CC1
    -1, 3, -2, 4, -2.0, 10, 8, 1, -24, 3
COc1ccc2oc(C(=O)OCC(=O)NCc3ccco3)c(C)c2c1
    -10, 9, 8, 1, 0.4, 3, -1, 8, 2, 7
Cc1cc2nc(SCC(=O)Nc3ccccc3C(=O)O)[nH]c2cc1C
    -13, -9, -2, 1, -2.0, -1, -5, 7, -3, 1
COc1ccc(NC(=O)c2ccc([N+](=O)[O-])o2)cc1
    8, -3, 2, -2, -1.4, -2, -1, -6, 2, 10
O=C(N/N=C/c1ccncc1)NC12CC3CC(CC(C3)C1)C2
    -5, -30, -4, 4, -4.8, 2, 1, 4, 0, -10
CCOC(=O)Cc1cnc(N)s1
    0, -3, 4, 1, 1.0, -2, -6, 0, 9, 4
CCN(C(=O)c1cc2c(=O)[nH]c3ccc(C)cc3c2s1)c1ccccc1C
    2, -4, 5, 1, -0.4, 1, 11, -4, 1, -13
O=C1CSC2(N1)C1CC3CC(C1)CC2C3 (centres undefined)
    6, 3, 3, 2, -1.2, 0, -2, 0, -4, 2
CC(=O)NS(=O)(=O)c1ccc(Nc2ccc([N+](=O)[O-])c3nonc23)cc1
    5, 1, 6, -15, -5.3, -10, -15, -1, 2, 1
CC(=O)OCCCN1c2ccccc2Nc2nnc(-c3ccccc3)cc21
    -20, -20, -4, -1, 0.0, -8, -17, 2, 4, 3
OCCOC1CCCc2oc(-c3ccccc3)c(C#CC3(O)CCCCC3)c21 (centres undefined)
    ., 7, 2, -1, -2.6, -3, -5, -3, 5, -3
Cc1ccc(-c2ccc(=O)n(CCC(=O)NCCN3CCCCC3C)n2)cc1 (centres undefined)
    -3, 11, 0, -1, 0.4, 5, 1, -2, 3, 3
Cc1ccc(C(O)c2ncc(-c3ccc4ccccc4c3)[nH]2)cc1F (centres undefined)
    ., 1, -2, 0, -0.9, -7, -7, 2, 5, 4
CC(=O)N1c2ccc(S(=O)(=O)NCCC(=O)N3CCCC(C)C3)cc2CC1C (centres undefined)
    2, -15, 5, 5, -0.8, -3, 2, -4, -8, -1
CCOC(=O)c1ccc(S(=O)(=O)N2CCN(C(=O)c3ccccn3)CC2)cc1
    -8, 2, 4, 1, 1.3, 1, -9, -8, 2, -1
Fc1ccc(Br)cc1SCCc1ccncc1
    0, -4, -2, 0, -0.3, -4, -8, -2, 2, 5

Compound activity deposited in PubChem by The Scripps Research Institute Molecular Screening Center.
